# PKA-R1A act = PKA-R1A complex activation | 340,000 tested, 0.083% active | AID 504707 | activation, % at 11.4 µM | PKA-R1A dissociation, Cy5-IP20 fluorescence polarization; scaled: DMSO 0%, 113 µM cGMP 100% | P00514+P68181;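 active means percent activation above the mean of all tested compounds plus 3 SD, cut at about 19% in these data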;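 further: higher means more PKAc released from R1A so a rise in polarization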
# Mot1-301 SUMO = SUMOylation pathway inhibition by Mot1-301 growth rescue. 320,000 tested, 1% active. S. cerevisiae Mot1-301 growth rescue, ATP luminescence, 38.5C; percent above DMSO median, 100 means doubled. growth rescue, % at 18.8 µM;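 active means every valid replicate shows activation above 250% relative to neutral control wells; inactive means the rest, any valid replicate at or below 250%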;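 further: OY570 slx delta 5 strain wells were the positive control but not used for scaling; some compounds called inactive have numbers as strong as hits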
# OPRM1-OPRD1 ag = OPRM1-OPRD1 heterodimerization agonism; activation, % at 9.3 µM; 340,000 tested, 0.3% active; cells, luminescence; P35372+P41143; in the data active means activation above about 18%;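 further: 0% = vehicle-treated cells and 100% = reference agonist; values of inactives mirror those of a sister screen read the other way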
# PKA-R2B act = activators of human PKA-R2B complex; 340,000 tested, 0.079% active; activation, % at 11.4 µM; PKA-R2B holoenzyme dissociation, Cy5-IP20 fluorescence polarization; R2B truncated from residue 108, S112A mutant; 0% DMSO only, 100% 113 µM cGMP; P22694+P31323;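 active means activation above a cutoff set at the mean over all compounds plus 3 SD, cut at about 18% in these data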;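 further: higher means more holoenzyme dissociation and a rise in polarization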
# Target sequence (P31323 whole entry, looked up, other chains not shown, the tested form may be a part): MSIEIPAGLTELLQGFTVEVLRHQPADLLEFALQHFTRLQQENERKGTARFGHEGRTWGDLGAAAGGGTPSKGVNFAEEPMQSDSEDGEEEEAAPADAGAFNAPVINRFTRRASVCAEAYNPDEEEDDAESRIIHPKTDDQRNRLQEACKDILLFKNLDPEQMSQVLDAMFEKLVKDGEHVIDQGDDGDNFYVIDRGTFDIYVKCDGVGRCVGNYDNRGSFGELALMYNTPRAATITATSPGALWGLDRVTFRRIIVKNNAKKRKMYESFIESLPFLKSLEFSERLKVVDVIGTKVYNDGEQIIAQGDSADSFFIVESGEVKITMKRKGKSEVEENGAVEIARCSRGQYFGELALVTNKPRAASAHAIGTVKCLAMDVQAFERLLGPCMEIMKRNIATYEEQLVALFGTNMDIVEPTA
# phage Ecoli inh = E. coli growth loss with phage present; growth absorbance; 360,000 tested, 0.26% active; AID 651602; inhibition, % at 11.9 µM; in the data active means inhibition above about 11%
# E coli growth = bacterial growth inhibition, counter-screen for AddAB inhibitors | E. coli V3065 growth, OD600 absorbance, 18 h | inhibition, % at 11.9 µM | 330,000 tested, 0.27% active | AID 449728;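 active means inhibition above the campaign's mean inhibition across all tested compounds plus 3 SD, cut at about 9.9% in these data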;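 further: uninfected addAB+ strain grown without phage in ampicillin broth; 0% = DMSO wells and 100% = ciprofloxacin 0.95 µg/ml wells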
# HTR5A inv ag = HTR5A inverse agonism, opioid heterodimer counter-screen. inhibition, % at 9.3 µM. HTR5A cell line, luminescence. AID 504634. 340,000 tested, 0.083% active; in the data active means inhibition mostly above about 23%, no sharp cut-off; inactive means mostly below about 18%;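 further: 0% = cells with DMSO and 100% = no-cell wells with DMSO; some compounds called inactive have numbers as strong as hits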
# Target sequence (P47898 whole entry, looked up): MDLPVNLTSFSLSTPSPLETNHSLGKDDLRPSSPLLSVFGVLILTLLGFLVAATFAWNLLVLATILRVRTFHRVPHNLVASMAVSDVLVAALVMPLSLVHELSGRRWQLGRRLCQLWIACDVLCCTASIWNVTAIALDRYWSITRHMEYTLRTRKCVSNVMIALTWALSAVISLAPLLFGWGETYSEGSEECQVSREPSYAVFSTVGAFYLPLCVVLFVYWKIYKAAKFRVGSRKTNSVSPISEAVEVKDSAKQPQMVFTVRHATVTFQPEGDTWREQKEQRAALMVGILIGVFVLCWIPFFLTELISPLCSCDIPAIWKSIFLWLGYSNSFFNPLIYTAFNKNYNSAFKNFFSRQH
# AddAB inh = less growth of phage-infected E. coli with AddAB. E. coli expressing H. pylori AddAB, absorbance growth. inhibition, % at 11.9 µM. 330,000 tested, 0.29% active; in the data active means inhibition above about 12%;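 further: 0% = vehicle wells of infected cells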
# PfHsp90 yeast 2 = growth inhibition of yeast expressing Plasmodium Hsp90 | 310,000 tested, 0.32% active | AID 504621 | inhibition, % at 9.4 µM | S. cerevisiae expressing PfHsp90, BacTiter-Glo ATP, 48 h; yeast lacking PDR1 and PDR3 efflux regulators;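 active means every replicate shows inhibition above about 80%, whatever the replicate mean, limit read from the data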;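 further: 0% = DMSO neutral controls and 100% = 20 µM radicicol positive controls; yeast relying on Plasmodium falciparum Hsp90 in place of its own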
# MOR-DOR inv ag = inverse agonists of human mu-delta opioid receptor heterodimerization; P35372+P41143; cell-based MOR-DOR heterodimer luminescence, inverse agonism; inhibition, % at 9.3 µM; 340,000 tested, 0.21% active; in the data active means inhibition above about 22%, passing the limit was not always enough;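 further: 0% = cells with DMSO and 100% = wells without cells with DMSO; values of inactives mirror those of a sister screen read the other way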
# Tat transport = E. coli Tat transport inhibition | 340,000 tested, 0.036% active | inhibition, % at 10 µM | E. coli MC4100 TorA-mCherry Tat export, fluorescence | AID 488895;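 active means mean replicate inhibition at least 50% and at least half of replicates individually reaching 50%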;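 further: exported cargo escapes ClpAP degradation while cytoplasmic cargo is degraded and loses fluorescence; 0% = median of neutral control wells and 100% = median of NaSCN control wells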
# Active calls of the source: *; nt = not tested or not shown.
SMILES,PKA-R1A act,Mot1-301 SUMO,OPRM1-OPRD1 ag,PKA-R2B act,phage Ecoli inh,E coli growth,HTR5A inv ag,AddAB inh,PfHsp90 yeast 2,MOR-DOR inv ag,Tat transport
CCC(C)C(=O)Nc1ccccc1N1CCN(c2ccc(F)cc2)CC1 (stereo not given),-2,3,4.1,1,3.1,1.5,13,-0.7,-15,-21,3
CCC1CN(C(=O)NCc2ccc(F)cc2)c2cc(C)ccc2O1 (stereo not given),-10,-9,5.9,2,0.1,nt,11,nt,-42,-28,-2
Cc1c(Cl)cccc1NC(=O)Nc1cnccn1,-7,-4,-0.7,-15,0.1,0.6,16,3.2,5,3,2
O=C(NCc1ccco1)c1cccc(F)c1,-6,-4,3.6,5,-1.0,0.5,-35,1.6,10,-19,2
CC(=O)Nc1ccc(/C=C(\C#N)C(=O)NC2CCCCC2C)cc1 (stereo not given),2,-9,0.0,-11,1.7,-1.2,8,0.2,0,0,-6
COCCNC(=O)COc1coc(CN2CCN(Cc3ccccc3)CC2)cc1=O,-10,-1,-3.2,3,2.4,1.9,-19,3.2,-2,17,-5
COc1ccc(Cl)cc1NC(=O)CN(C)CC(=O)N1CC(=O)Nc2ccccc21,8,0,0.3,8,6.0,-0.3,8,-0.4,2,-1,-2
C[C@@H](NC(=O)c1nc[nH]c1C(=O)NC1CCN(C(=O)OC(C)(C)C)CC1)c1ccccc1,-1,7,0.5,-2,0.3,-0.5,-12,-1.6,nt,-3,15
C[C@]12CC[C@@H]3c4ccc(O)cc4CC[C@H]3[C@@H]1C[C@@H](O)[C@@H]2O[C@@H]1O[C@H](C(=O)O)[C@@H](O)[C@H](O)[C@H]1O,5,326,-1.1,0,4.7,-0.8,3,-2.4,-5,6,2
CCOC(=O)c1ccc(NS(=O)(=O)c2cn(C)cn2)cc1,-3,1,-3.1,1,3.2,0.3,-24,5.2,7,16,9
Cc1c(O)cc2c(c1O)C(=O)CC(c1ccccc1)O2 (stereo not given),0,-17,-0.7,-8,0.5,1.5,0,4.7,28,3,6
Cc1ccc2c(c1)/C(=C/c1ccccc1F)C(=O)N2,-7,-7,-1.4,4,3.9,-2.8,-2,-0.8,-31,8,-4
COc1ccc(C(=O)NNS(=O)(=O)c2ccccc2)cc1,-17,21,-2.8,-11,6.2,-2.1,-29,0.8,-18,15,-6
CCn1c(CNc2ccc(F)cc2)nnc1SCC(=O)Nc1ccc(OC)cc1,7,7,-1.7,-3,1.3,-3.1,0,3.6,31,10,-7
CCN1C(=O)[C@@H]2[C@@H](c3ccc(-c4ccc5c(c4)OCO5)cc3)N3CCCC[C@@]3(C(=O)OC)[C@@H]2C1=O,-8,10,-1.7,-5,3.9,-1.3,-6,1.3,5,10,-9
Cn1c(C(C#N)C(=O)c2sc3ccccc3c2Cl)nc2ccccc21 (stereo not given),1,191,0.5,-1,-1.4,-4.6,-1,-2.3,20,-3,-3
COc1cc(/C=N/NC(=S)Nc2cccc(C(=O)O)c2)cc(OC)c1OC,-2,15,-0.6,-1,3.3,-1.3,2,0.3,-1,3,3
Cc1nc(CC(=O)NNS(=O)(=O)c2ccc3ccccc3c2)cs1,11,7,-1.8,12,0.8,2.7,-10,1.1,2,9,-3
Cc1ccc(S(=O)(=O)Oc2ccc(/C=C(/NC(=O)c3ccccc3)C(=O)NCCC(=O)O)cc2)cc1,-8,24,-1.4,7,2.2,-1.6,10,2.9,8,6,-2
O=C(OCc1nnc(-c2ccccc2)o1)c1ccco1,1,350,-0.8,12,3.0,-0.2,-8,-0.3,-8,5,-4

# The last 2 entries of the section before open the next one.
SMILES,PKA-R1A act,Mot1-301 SUMO,OPRM1-OPRD1 ag,PKA-R2B act,phage Ecoli inh,E coli growth,HTR5A inv ag,AddAB inh,PfHsp90 yeast 2,MOR-DOR inv ag,Tat transport
Cc1ccc(S(=O)(=O)Oc2ccc(/C=C(/NC(=O)c3ccccc3)C(=O)NCCC(=O)O)cc2)cc1,-8,24,-1.4,7,2.2,-1.6,10,2.9,8,6,-2
O=C(OCc1nnc(-c2ccccc2)o1)c1ccco1,1,350,-0.8,12,3.0,-0.2,-8,-0.3,-8,5,-4
COCCCNCCCCOc1ccc(Br)cc1C,-6,269*,2.8,-6,1.8,-1.1,-16,4.9,18,-15,-3
O=C(CSc1nnc(NC(=O)c2c(F)cccc2Cl)s1)Nc1ccccc1F,-5,4,-2.4,2,0.9,-1.5,-1,0.3,-7,8,-6
CCCCNC1C(CC)C(CCC)C(C#N)(C#N)C1(C#N)C#N (stereo not given),-11,11,-0.7,-5,nt,0.1,-13,3.9,9,4,-2
CC(OC(=O)Cn1c(C(F)(F)F)nc2ccccc21)C(=O)N1CCCc2ccccc21 (stereo not given),-17,-13,-1.1,-6,-0.3,0.6,4,0.2,-31,6,-2
C/C(Cl)=C\CSc1nnc2n(N)c(=O)c3ccccc3n12,-2,8,0.4,0,3.2,-1.1,3,0.8,16,-2,5
CCOC(=O)Cc1csc(NC(=O)CSc2nnc(C3CC3)n2C)n1,-12,25,0.0,2,0.3,0.0,6,0.9,27,0,-1
Cc1ccnc(NC(=O)c2cccc(NC(=O)COc3ccccc3)c2)c1,-8,-13,-0.9,-9,6.4,5.5,-10,3.4,-10,5,-4
CCOC(=O)c1c(NC(=S)Nc2ccc(Cl)cc2)sc2c1CCN(C)C2,7,-4,-1.9,-4,2.1,-2.1,-56,0.9,1,10,10
COCCCn1c(SCc2ccc(OC)cc2)nc2cc(OC)c(OC)cc2c1=N,8,5,-0.7,2,-0.7,-1.7,-7,-2.0,10,4,-4
COc1ccc2c(c1)O/C(=C\c1sccc1C)C2=O,6,15,0.8,-13,-0.5,-0.5,22,-1.2,-27,-4,12
COc1ccc2c(c1)C(C)=CC(C)(C)N2S(=O)(=O)c1ccc(NC(C)=O)cc1,-3,7,-2.3,-4,1.3,1.0,14,0.5,-8,11,-11
CCN(CC)S(=O)(=O)c1ccc(C(=O)N(c2ccccc2)C2C=CS(=O)(=O)C2)cc1 (stereo not given),-12,-14,-1.3,-15,1.9,1.7,-17,1.8,-18,7,1
CN(CCc1ccccc1)C(=O)c1cccc(NC(=O)Cc2cccc(NC(=O)C3CCCN(C(=O)C4CCCC4)C3)c2)c1 (stereo not given),1,nt,-1.9,3,-0.2,nt,-1,nt,-2,9,-3
CCOC(=O)C1CCN(S(=O)(=O)c2cccc3nonc23)CC1,6,101,-0.8,2,0.8,1.1,-6,2.1,-13,5,-1
CCOc1ccc(CCNC(=O)C2CCN(S(=O)(=O)c3ccc(C)cc3)CC2)cc1OCC,0,-8,-1.3,0,-2.6,-0.5,4,3.4,10,7,0
Cn1cc([N+](=O)[O-])cc1-c1nc2ccccc2n1C,1,0,-3.1,-9,2.4,0.4,2,1.1,18,15,-2
O=C(CCCN1C(=O)c2ccccc2C1=O)NCCCN1CCOCC1,2,12,-0.6,1,2.2,-1.2,-13,-0.6,-12,3,5
COc1cccc(C2/C(=C(\O)c3ccc4c(c3)OCCO4)C(=O)C(=O)N2c2nnc(C)s2)c1 (stereo not given),0,-8,-1.4,10,1.4,-2.3,-16,2.9,-9,7,4
C=CCN(CC=C)S(=O)(=O)c1ccc2nc(NC(=O)C(C)C)sc2c1,-3,103,0.9,-3,1.2,-1.6,10,1.4,-1,-4,1
COCCCN1C(=O)C2C(C(=O)Nc3cccc(Cl)c3)C3C=CC2(O3)C1C(=O)NC1CCCCC1 (stereo not given),12,-7,0.0,-3,nt,-2.0,-1,3.4,20,0,-6

# 14 of the compounds above, with bars between the fields:
Compound | PKA-R1A act | Mot1-301 SUMO | OPRM1-OPRD1 ag | PKA-R2B act | phage Ecoli inh | E coli growth | HTR5A inv ag | AddAB inh | PfHsp90 yeast 2 | MOR-DOR inv ag | Tat transport
CC(OC(=O)Cn1c(C(F)(F)F)nc2ccccc21)C(=O)N1CCCc2ccccc21 (stereo not given) | -17 | -13 | -1.1 | -6 | -0.3 | 0.6 | 4 | 0.2 | -31 | 6 | -2
C/C(Cl)=C\CSc1nnc2n(N)c(=O)c3ccccc3n12 | -2 | 8 | 0.4 | 0 | 3.2 | -1.1 | 3 | 0.8 | 16 | -2 | 5
CCOC(=O)Cc1csc(NC(=O)CSc2nnc(C3CC3)n2C)n1 | -12 | 25 | 0.0 | 2 | 0.3 | 0.0 | 6 | 0.9 | 27 | 0 | -1
Cc1ccnc(NC(=O)c2cccc(NC(=O)COc3ccccc3)c2)c1 | -8 | -13 | -0.9 | -9 | 6.4 | 5.5 | -10 | 3.4 | -10 | 5 | -4
CCOC(=O)c1c(NC(=S)Nc2ccc(Cl)cc2)sc2c1CCN(C)C2 | 7 | -4 | -1.9 | -4 | 2.1 | -2.1 | -56 | 0.9 | 1 | 10 | 10
COCCCn1c(SCc2ccc(OC)cc2)nc2cc(OC)c(OC)cc2c1=N | 8 | 5 | -0.7 | 2 | -0.7 | -1.7 | -7 | -2.0 | 10 | 4 | -4
COc1ccc2c(c1)O/C(=C\c1sccc1C)C2=O | 6 | 15 | 0.8 | -13 | -0.5 | -0.5 | 22 | -1.2 | -27 | -4 | 12
COc1ccc2c(c1)C(C)=CC(C)(C)N2S(=O)(=O)c1ccc(NC(C)=O)cc1 | -3 | 7 | -2.3 | -4 | 1.3 | 1.0 | 14 | 0.5 | -8 | 11 | -11
CCN(CC)S(=O)(=O)c1ccc(C(=O)N(c2ccccc2)C2C=CS(=O)(=O)C2)cc1 (stereo not given) | -12 | -14 | -1.3 | -15 | 1.9 | 1.7 | -17 | 1.8 | -18 | 7 | 1
CN(CCc1ccccc1)C(=O)c1cccc(NC(=O)Cc2cccc(NC(=O)C3CCCN(C(=O)C4CCCC4)C3)c2)c1 (stereo not given) | 1 | nt | -1.9 | 3 | -0.2 | nt | -1 | nt | -2 | 9 | -3
CCOC(=O)C1CCN(S(=O)(=O)c2cccc3nonc23)CC1 | 6 | 101 | -0.8 | 2 | 0.8 | 1.1 | -6 | 2.1 | -13 | 5 | -1
CCOc1ccc(CCNC(=O)C2CCN(S(=O)(=O)c3ccc(C)cc3)CC2)cc1OCC | 0 | -8 | -1.3 | 0 | -2.6 | -0.5 | 4 | 3.4 | 10 | 7 | 0
Cn1cc([N+](=O)[O-])cc1-c1nc2ccccc2n1C | 1 | 0 | -3.1 | -9 | 2.4 | 0.4 | 2 | 1.1 | 18 | 15 | -2
O=C(CCCN1C(=O)c2ccccc2C1=O)NCCCN1CCOCC1 | 2 | 12 | -0.6 | 1 | 2.2 | -1.2 | -13 | -0.6 | -12 | 3 | 5
